Source: PubChem BioAssay
M5 antag = blocks acetylcholine activation of human M5 receptor; P08912; CHO-hM5 cells, Fluo-8 calcium fluorescence, ACh EC80; inhibition, % at 3 µM; 360,000 tested, 0.59% active; AID 624040;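 active = inhibition above a per-plate cutoff, the mean of that plate's test compounds plus 3 SD, cut at about 27% in these data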;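 note: 0% = acetylcholine EC80 with DMSO and 100% = DMSO without agonist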
Target sequence (P08912 whole entry, looked up): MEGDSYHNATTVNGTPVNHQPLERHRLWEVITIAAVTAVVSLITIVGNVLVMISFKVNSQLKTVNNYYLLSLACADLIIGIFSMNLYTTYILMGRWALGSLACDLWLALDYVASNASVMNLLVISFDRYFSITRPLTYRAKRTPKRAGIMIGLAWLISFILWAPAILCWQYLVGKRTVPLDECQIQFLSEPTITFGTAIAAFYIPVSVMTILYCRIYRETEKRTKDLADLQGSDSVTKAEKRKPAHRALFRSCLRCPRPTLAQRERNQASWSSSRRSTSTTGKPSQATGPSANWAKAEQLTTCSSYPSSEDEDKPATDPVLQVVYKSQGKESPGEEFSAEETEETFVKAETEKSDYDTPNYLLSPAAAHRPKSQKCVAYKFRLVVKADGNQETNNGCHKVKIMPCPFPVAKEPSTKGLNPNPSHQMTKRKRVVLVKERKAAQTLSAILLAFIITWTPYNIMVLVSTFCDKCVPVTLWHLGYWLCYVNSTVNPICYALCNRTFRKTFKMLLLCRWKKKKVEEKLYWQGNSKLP
CHO-K1 Ca antag = nonselective inhibitor or artifact in parental CHO-K1 cells; ATP-induced calcium, Fluo-8 fluorescence; inhibition, % at 3 µM; 360,000 tested, 0.6% active;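 active = inhibition above a per-plate cutoff, the plate's mean sample inhibition plus 3 SD, cut at about 24% in these data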;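 note: 0% = DMSO plus EC80 ATP and 100% = DMSO alone without ATP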
CHRM4 PAM = positive allosteric modulators of human muscarinic M4 receptor; CHO-K1 hM4/Gqi5, Fluo-8 calcium fluorescence, ACh EC20; 0% = ACh EC20, 100% = maximal ACh; P08173; 360,000 tested, 0.4% active; activation, % at 3 µM; AID 624126;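 active = activation above its plate's cutoff, the mean activation of sample wells plus 3 SD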; note: some results filed as inactive read as strong as hits
Target sequence (P08173 whole entry, looked up): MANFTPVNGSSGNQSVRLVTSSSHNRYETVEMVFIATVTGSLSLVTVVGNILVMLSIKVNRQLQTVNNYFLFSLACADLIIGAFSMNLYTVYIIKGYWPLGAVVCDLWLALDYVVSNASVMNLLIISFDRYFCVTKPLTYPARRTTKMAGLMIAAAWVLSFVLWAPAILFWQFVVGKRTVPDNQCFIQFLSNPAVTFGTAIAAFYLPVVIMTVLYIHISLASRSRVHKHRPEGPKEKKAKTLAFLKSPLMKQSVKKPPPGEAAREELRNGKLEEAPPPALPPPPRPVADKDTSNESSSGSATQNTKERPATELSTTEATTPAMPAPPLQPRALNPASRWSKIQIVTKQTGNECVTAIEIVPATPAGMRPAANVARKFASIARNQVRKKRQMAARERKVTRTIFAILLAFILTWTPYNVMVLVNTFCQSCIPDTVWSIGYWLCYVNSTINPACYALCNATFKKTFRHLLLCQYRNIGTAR
M1 PAM parental = M1 PAM counterscreen hit in parental CHO-K1 cells | ATP EC20, Fluo-8 calcium fluorescence; 0% at ATP EC20, 100% at ATP max | activation, % at 3 µM | 360,000 tested, 0.02% active | AID 602247;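 active = activation above the run cutoff, the mean activation of all test compounds plus 3 SD, cut at about 40% in these data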;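 note: peak over basal fluorescence ratio in a 140 s read after ATP addition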
M1 ag parental = counter-screen for M1 agonists: effect in parental CHO-K1 cells | 360,000 tested, 0.48% active | Fluo-8 calcium fluorescence; scaled to maximal ATP response, vehicle zero | activation, % at 3 µM; in the data active = activation above about 15%;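 note: untransfected CHO-K1 host cells lacking M1 receptor as counterscreen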
CHRM5 PAM = CHRM5 positive allosteric modulation. P08912. CHO-K1 hM5, Fluo-8 calcium, ACh EC20 PAM; 0% = ACh EC20, 100% = ACh EC100. activation, % at 3 µM. 360,000 tested, 0.3% active. AID 624038;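 active = activation above the run cutoff, the mean activation of all test compounds plus 3 SD, cut at about 18% in these data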
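Test system: CHO-K1 hM5 cells / Doses: single-point, 3 µM nominal / Times: Post-acetylcholine fluorescence recording 140 s / Technique: Fluo-8 calcium fluorescence / Measure: Max/basal fluorescence ratio as % of EC20–EC100 ACh window / Benchmarks: low control EC20 acetylcholine (0%), high control EC100 acetylcholine (100%) / Replicates: one well per compound, no replicates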
M4 ag = agonists of human muscarinic M4 receptor (CHRM4); CHO-K1 hM4/Gqi5, Fluo-8 calcium fluorescence; vehicle 0%, full acetylcholine response 100%; 360,000 tested, 0.14% active; AID 624127; P08173; activation, % at 3 µM;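 active = activation above the run mean over all test wells plus 3 SD, cut at about 32% in these data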;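 note: peak over basal fluorescence ratio per well then scaled between controls; 0% = DMSO wells and 100% = acetylcholine at EC100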
M4 antag = antagonists of human muscarinic M4 receptor (CHRM4); P08173; CHO-hM4 cells, ACh EC80, Fluo-8 calcium fluorescence; inhibition, % at 3 µM; 360,000 tested, 0.73% active; AID 624125;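 active = inhibition above its plate's cutoff, the mean inhibition of sample wells plus 3 SD, cut at about 27% in these data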;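 note: 0% = acetylcholine EC80 with DMSO and 100% = DMSO without agonist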
CHRM5 agonist = CHRM5 agonism in calcium assay | CHO-K1 hM5 cells, Fluo-8 calcium fluorescence; 0% DMSO wells, 100% maximal acetylcholine response | activation, % at 3 µM | 360,000 tested, 0.19% active;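 active = activation above the run's mean over test compounds plus 3 SD, cut at about 23% in these data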;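 note: signal is peak over basal fluorescence ratio across the kinetic read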
Starred values were filed as active, the others as inactive; / = no result given.

No.	smiles	M5 antag	CHO-K1 Ca antag	CHRM4 PAM	M1 PAM parental	M1 ag parental	CHRM5 PAM	M4 ag	M4 antag	CHRM5 agonist
1	O=C(COC(=O)c1ccc(F)cc1)NC1CC1	8	-13	6	-15	-0.1	-3	1	10	1
2	Cc1ccc(S(=O)(=O)CCC(=O)OCc2cc(C)ccc2C)cc1	11	9	-5	-9	-0.1	-7	-1	0	-5
3	Cc1cc(C=O)c(C)n1-c1ccc2c(c1)OCO2	2	-16	-9	6	1.1	6	0	5	-5
4	CC1=NNC(=O)C1CC(=O)N/N=C/c1ccc(C)o1 (centres undefined)	3	3	1	4	0.1	-1	0	-4	-1
5	COC(C[C@@H]1O[C@@H]1[C@H](O)[C@@H](C)OCc1ccccc1)OC	8	5	6	-18	-0.5	0	1	-4	0
6	COc1cccc(CSc2nccn2C)c1	-10	-3	1	-7	-0.2	-4	1	-10	-5
7	COc1ccc([N+](=O)[O-])cc1NC(=O)COC(=O)c1ccccc1O	9	-5	-3	3	0.7	-8	1	-5	0
8	CCOC(=O)N1C2c3ccccc3C(c3ccccc32)N1C(=O)OCC	22	-9	5	9	-0.3	-10	0	0	-2
9	O=C(COC(=O)c1cc(=O)[nH]c2ccc(Br)cc12)c1ccccc1	-24	-9	10	19	0.9	6	2	-8	8
10	COc1cc(C)ccc1OCCOc1c(Cl)cc(Cl)cc1Cl	-1	13	-4	-11	-0.7	-1	-2	-2	-2
11	COc1ccccc1NS(=O)(=O)c1cccc(NC(=O)Cc2cccs2)c1	6	-12	-8	19	2.7	-5	8	5	3
12	Cn1c(=O)c2cc(NC(=S)NC3CCCCC3)ccc2n1Cc1ccc(F)cc1	1	-9	-3	10	6.4	-6	13	-22	2
13	Cc1ccccc1C(=O)NC1CCN(CC(=O)Nc2c(C)cccc2C)CC1	-6	7	29*	17	0.5	32*	3	-7	-7
14	O=C(Nc1ccccc1)c1ccc(NCC2CCCO2)c(S(=O)(=O)N2CCOCC2)c1 (centres undefined)	-3	-12	-7	19	1.8	-1	4	-1	0
15	CCCC(=O)NC(=S)Nc1ccc(S(=O)(=O)N2CCc3ccccc32)cc1	2	-7	-7	13	1.1	-1	1	3	3
16	Cc1cc(C)c2nc(NC(=O)C3CC(=O)N(Cc4ccco4)C3)sc2c1 (centres undefined)	6	0	-1	-11	1.6	-3	6	2	4
17	CC(=O)Nc1ccc(N(C(=O)c2ccco2)C(C(=O)NC2CCCC2)c2ccncc2)cc1 (centres undefined)	14	-14	-1	-1	0.7	-4	-1	3	-2
18	Cc1cc(NC(=O)C2CC(c3c(F)cccc3Cl)=NO2)n(-c2ccccc2)n1 (centres undefined)	11	-18	9	23	1.9	-3	2	-5	3
19	COc1ccccc1/C=C/C(=O)OCC(=O)c1c[nH]c2ccccc12	4	-13	1	3	2.2	-6	5	4	2
20	COc1ccc(S(=O)(=O)N2CCOCC2)cc1NC(=O)CCc1c[nH]c2ccccc12	15	-8	-6	11	1.3	-5	5	13	0
21	Cn1c(=O)c(C(=O)NNC(=O)c2cccc(Cl)c2)c(O)c2ccccc21	7	7	-10	-5	0.0	2	1	7	0
22	S=C(NCCc1ccc(Cl)cc1)NCc1ccccc1	-5	-7	2	-4	1.4	-14	8	-1	-1
23	COC(=O)C1=C(C)OC(N)=C(C#N)C1c1cc2cc(C)ccc2nc1Cl (centres undefined)	23	17	-9	-6	8.3	-19	22	8	26*
24	Oc1cc2ccccc2nc1-c1ccccc1Cl	-4	-6	14	-3	-1.2	8	0	-29	-2
25	O=c1c(Cl)c(N2CCCCC2)cnn1-c1nc2ccccc2[nH]1	2	1	-9	7	2.6	-7	8	-1	0
26	O=C(COc1ccccc1/C=C1\SC(=O)NC1=O)Nc1ccc(F)cc1	17	6	-5	4	5.1	-16	5	-5	3
27	COc1ccc(NC(=O)CCC(=O)N2CCCC2)c([N+](=O)[O-])c1	5	8	-1	-16	-0.2	4	0	2	-1
28	CCOC(=O)N(C)C[C@@H]1OCc2cnnn2CCCC(=O)N([C@H](C)CO)C[C@@H]1C	-13	-14	9	12	0.0	0	1	-31	-2
29	Cc1ccc(OCCSc2nc3ccccc3n2CCC(=O)O)c(C(C)C)c1	1	-7	-1	-8	0.2	-6	1	5	1
30	O=C(NN=C1CCCC1)c1n[nH]c2c1CCCC2	-2	-2	-1	12	0.1	-1	1	-2	-4
31	CCOCCCNC(=O)c1ccccc1NC(=O)C1=C(C)OCCS1	0	11	-3	1	0.5	0	3	-3	-2
32	Cc1cccc(N/C(N)=N/c2nc(C)cc(=O)[nH]2)c1	-19	8	1	0	0.8	7	1	5	1
33	CCCNC(=O)c1ccc(-c2nc3ccccc3s2)s1	2	-2	10	12	1.2	-8	5	-1	0
34	CCOC(=O)c1sc(NC(=O)c2cccc(S(=O)(=O)N3CCN(C)CC3)c2)cc1C	6	1	0	11	0.2	-7	2	2	-10
35	COc1ccc(CNC(=O)C(=O)NCC2OCCN2S(=O)(=O)c2ccccc2)cc1 (centres undefined)	-4	-16	-1	5	1.6	4	2	0	1
36	COc1ccc(-c2nnc(SCC(=O)c3cccs3)n2-c2ccc(Cl)cc2)cc1	0	-10	-7	28	0.5	-4	0	11	-4
37	Cc1cc(NS(=O)(=O)c2ccc(NC(NC(=O)C(C(F)(F)F)C(F)(F)F)(C(F)(F)F)C(F)(F)F)cc2)no1	-4	0	8	16	4.1	1	0	-2	-1
38	COc1cc(/C=N/NC(=O)C(=O)/C=C2\NC(C)(C)Cc3ccccc32)ccc1O	12	3	6	-5	2.2	-11	8	-3	-2
39	CCN1C(=O)N[C@@H](CCc2ccccc2)[C@H](C(=O)OC)[C@H]1C	5	4	3	-10	0.0	8	2	-7	1
40	Cc1cccc(N2CCN(C(=O)Cn3ccc4ccccc4c3=O)CC2)c1C	3	2	-6	6	4.9	-16	8	2	-8
41	O=[N+]([O-])c1cccc(S(=O)(=O)Nc2ccc(-c3ccc(N4CCCC4)nn3)cc2)c1	-2	-3	3	-10	-0.3	-1	0	-6	2
42	CSc1nc(N2CCOCC2)c2c3c(sc2n1)CCCC3	-2	-11	5	25	1.0	0	-2	0	-7
43	CCCC1(C)SC(NC(C)=O)=NN1C(C)=O (centres undefined)	-14	-1	16	0	0.1	17	2	-6	1
44	COc1ccccc1N1CCN(/N=C\c2cccnc2)CC1	4	-2	5	-4	0.1	-5	1	3	7
45	O=[N+]([O-])c1cccc(Nc2c3ccccc3nc3ccccc23)c1	-11	1	-2	-8	2.7	7	4	-7	4
46	CN(C)C1=NC[C@H](Cc2ccccc2)N1CC1CCCC1	11	15	-3	-10	-0.1	-3	0	0	-9
47	Cc1ccc(CNC(=O)C2CCCN(c3ncnc4c3nc3n4CCCCC3)C2)cc1 (centres undefined)	20	-14	-2	5	0.9	-3	1	5	0
48	CN1C(=O)c2ccc(C(=O)NCc3ccccn3)cc2C1=O	6	-5	0	11	0.9	1	1	8	-1
49	CCCCC1CCC(C(=O)Nc2ccc(S(=O)(=O)Nc3nccs3)cc2)CC1 (centres undefined)	5	-16	-5	9	0.0	-3	0	13	-5
50	Cc1c(NC(=O)CSCc2ccc(Cl)cc2Cl)cccc1C(=O)O	12	-4	-4	9	-0.8	2	-1	-3	-6
51	O=C(Nc1cccc(NC(=O)c2ccc3c(c2)OCO3)c1)c1ccccc1	3	-14	-10	13	3.2	-11	11	-4	0
52	COc1cc(C(=O)Nc2cc(S(=O)(=O)N3CCOCC3)ccc2N2CCN(C)CC2)cc(OC)c1OC	1	0	16	-10	0.2	9	0	-8	3
53	O=C(NNc1nc2c(F)cccc2s1)c1cc(=O)c2ccccc2o1	1	-2	7	11	1.1	-4	0	-7	3
54	CC(Sc1cccc[n+]1[O-])c1ccccc1 (centres undefined)	1	-9	-3	24	0.7	8	1	-17	5
55	COc1cccc(C(=O)SC2=NCCS2)c1	-5	-2	1	12	0.2	2	0	1	6
56	CCOCCCn1c(=S)[nH]c2cc(C(=O)N3CCC(C(N)=O)CC3)ccc2c1=O	-4	25*	5	-7	-0.3	4	0	4	1
57	O=C(NC1CCCC1)C(C1CC1)n1c(-c2ccnc3ccccc23)nc2ccccc21 (centres undefined)	4	/	-6	/	/	-7	5	-3	4
58	CS(=O)(=O)N1CCC(c2noc(-c3ccc(C(F)(F)F)cc3)n2)CC1	2	-3	-1	3	0.9	-4	3	11	0
59	Clc1ccc(CSc2nnc(-c3cccnc3)o2)cc1	-5	-15	3	-5	0.2	5	1	-3	-12
60	CCOC(=O)CCc1c(C)c2ccc(OCC(=O)OC(C)C)cc2oc1=O	1	19	0	0	1.0	-7	4	-3	-3

Continued:
No.	smiles	M5 antag	CHO-K1 Ca antag	CHRM4 PAM	M1 PAM parental	M1 ag parental	CHRM5 PAM	M4 ag	M4 antag	CHRM5 agonist
61	COC(=O)CSc1nc(NCC(C)C)nc(N2CCOCC2)n1	1	-18	14	13	0.8	-4	2	-11	0
62	CCc1cc2c(cc(C(=O)O)n2C)s1	-3	-10	5	19	0.0	-1	0	-2	-1
63	O=C(NC1CCCc2c1cnn2-c1ccc(F)cc1F)c1ccccn1 (centres undefined)	-13	4	-2	2	1.2	7	3	-2	3
64	O=C(N/N=C/c1ccccc1Cl)c1[nH]c2ccc(Br)cc2c1-c1ccccc1	12	8	-4	5	-0.1	-5	1	6	0
65	COc1ccc(OC)c(NC(=O)CN2C(=O)COc3ccc(C)cc32)c1	1	-8	-1	-3	-0.1	-1	2	-19	-1
66	COC(=O)C1=C(C)NC(C)=C(C(=O)OC)C1c1ccc2ccccc2n1	-1	12	9	-7	-0.6	6	2	2	-4
67	CC(Oc1ccc(-c2ccccc2)cc1)C(=O)N1CCOCC1 (centres undefined)	-5	2	14	6	2.0	-1	5	0	0
68	CCn1c(O)c(C=Nc2ccccc2)oc1=S	-9	-8	12	19	0.7	0	1	-5	-2
69	O=C(NN1C(=O)c2cc(Br)ccc2NC1c1ccccc1Cl)c1ccncc1 (centres undefined)	0	-12	5	18	-1.2	-2	-1	-3	-6
70	COc1ccc(CN2C[C@@H](CO)O[C@@H](n3cnc4c(NC5CCC5)ncnc43)C2)cc1	3	10	-4	-15	0.2	-1	1	7	0
71	CCSc1nnc([C@@H](NC(=O)OC(C)(C)C)C(C)C)o1	14	-4	-11	-16	5.3	-11	16	9	2
72	N#CCN1C(=O)C(=O)N(Cc2cccc(C(F)(F)F)c2)C1=O	-3	16	4	-10	-0.3	4	1	-1	-2
73	COCCN(C(=S)Nc1ccccc1OC)C1CCN(C(C)C)CC1	0	-5	12	8	1.2	7	1	-3	6
74	Cc1cccc(NC(=O)c2cc(S(=O)(=O)N3CCCCC3)ccc2Cl)n1	2	-4	2	17	1.1	3	1	2	2

Sorted by count of non-hydrogen atoms (lowest first): part of the list above.
No.	smiles	M5 antag	CHO-K1 Ca antag	CHRM4 PAM	M1 PAM parental	M1 ag parental	CHRM5 PAM	M4 ag	M4 antag	CHRM5 agonist
72	N#CCN1C(=O)C(=O)N(Cc2cccc(C(F)(F)F)c2)C1=O	-3	16	4	-10	-0.3	4	1	-1	-2
65	COc1ccc(OC)c(NC(=O)CN2C(=O)COc3ccc(C)cc32)c1	1	-8	-1	-3	-0.1	-1	2	-19	-1
70	COc1ccc(CN2C[C@@H](CO)O[C@@H](n3cnc4c(NC5CCC5)ncnc43)C2)cc1	3	10	-4	-15	0.2	-1	1	7	0
